Rac1 GTP hydrolysis – MgcRacGAP GTPase-activating activity inhibitors, confirmation, biochemical, ADP Hunter fluorescence; AID 624330; MgcRacGAP-stimulated Rac1 GTP hydrolysis, ADP Hunter fluorescence; higher % means a stronger effect; GST-tagged Rac1 F28L mutant substrate; actives 0.6% (n = 340,000); inhibition, % at 30 µM; hits with a dose series show IC50 in µM;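 active means first-screen hits whose inhibition reached a set limit at any dose in the follow-up dose series; inconclusive means inhibition above the set first-screen limit but never retested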;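 further: fluorescence reports GDP produced by GAP-driven GTP hydrolysis; strong numbers were not always called active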
SV40 large T antigen – TAg ATPase/helicase activity blockers – biochemical (AID 1903); actives 0.39% (n = 310,000); inhibition, % at 20 µM; hits with a dose series show IC50 in µM; SV40 large T antigen ATPase/helicase inhibition assay; higher % means a stronger effect; in the data active means a potency from the dose series; inconclusive means inhibition mostly from about 32% at the one dose, without a potency; inactive means the rest, 99 in 100 with inhibition below about 32%; further: strong numbers were not always called active
RSV antiviral HEp-2 – RSV antiviral activity via CPE protection, HEp-2 cells, primary 10 µM value included (AID 2391). HEp-2 cells, RSV-induced CPE inhibition; higher % means a stronger effect. one-dose CPE inhibition, % at 10 µM; IC50 in µM for titrated hits. actives 0.13% (n = 310,000); in the data active means a potency from the dose series; inconclusive means CPE inhibition mostly from about 23% at the one dose, without a potency; inactive means the rest, 99 in 100 with CPE inhibition below about 21%; further: strong numbers were not always called active
PhoP inhibition – inhibitors of PhoP regulon expression, primary screen, Salmonella Typhimurium, GFP reporter (AID 1863); S. Typhimurium PhoP-regulated promoter GFP reporter, 4 h; higher % means a stronger effect; actives 0.16% (n = 300,000); inhibition, % at 50 µM; hits with a dose series show IC50 in µM;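 active means inhibition over 29.93%, a cutoff 3 SD above the screen mean, later confirmed by dose response; inconclusive means inhibition over 29.93% but no dose response follow-up; inactive means inhibition at most 29.93% or unconfirmed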;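 further: 0% = low Mg2+ inducing control and 100% = high Mg2+ repressing control; strong numbers were not always called active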
NS5 inhibitors – flavivirus cap methylation enzyme inhibition – biochemical, confirmation dose response, primary screen (AID 588689). inhibition, % at 25 µM, or IC50 in µM where a hit was titrated. Dengue-2 NS5 methyltransferase capping enzyme assay, biochemical; higher % means a stronger effect. actives 0.3% (n = 340,000); in the data active means a potency from the dose series; inconclusive means inhibition above about 29% without an active follow-up result
GPR35 arrestin U2OS – inhibition of zaprinast-stimulated GPR35 beta-arrestin translocation – imaging, U2OS, beta-arrestin-GFP, zaprinast agonist, primary screen (AID 2058); U2OS GPR35 beta-arrestin-GFP translocation imaging, zaprinast antagonism; higher % means a stronger effect; inhibition, % at 10 µM; hits with a dose series show IC50 in µM; actives 0.052% (n = 290,000);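 active means inhibition of at least 50% with at least 30 cells and total cytoplasm GFP at most 10,000,000; inconclusive means under 30 cells or total GFP of 10,000,000 plus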
West Nile virus CPE – West Nile virus antiviral activity, cell-based, CPE readout (AID 1621). West Nile virus-infected cells, CPE inhibition; higher % means a stronger effect. CPE inhibition, % at 10 µM; hits with a dose series show IC50 in µM. actives 0.02% (n = 290,000); in the data active means a potency from the dose series; inconclusive means CPE inhibition mostly from about 3.7% at the one dose, without a potency; inactive means the rest, 99 in 100 with CPE inhibition below about 2.2%; further: strong numbers were not always called active
LYP inhibition – PTPN22 lymphoid phosphatase activity blockers – biochemical, fluorescence intensity, uHTS (AID 1779). recombinant LYP phosphatase, fluorescence intensity; higher % means a stronger effect. inhibition, % at 11.5 µM, or IC50 in µM where a hit was titrated. actives 0.054% (n = 290,000); in the data active means inhibition above about 50%;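 further: plate controls were vehicle with enzyme for no effect and no enzyme for full effect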
ER stress rescue – rescue of cells from ER stress-induced death, primary screen, 384-well, CSM14.1, thapsigargin, ATP luminescence (AID 1222). CSM14.1 thapsigargin-induced death rescue, ATP luminescence; higher % means a stronger effect. cellular ATP content (survival), % at 20 µM; hits with a dose series show EC50 in µM. 190,000 tested, under 10 active;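 active means EC50 below 50 µM in the dose-response confirmation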;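 further: death triggered by thapsigargin at about 15 µM added after 2 h compound pretreatment; cell ATP read after overnight thapsigargin exposure of roughly 18 to 22 hours; normalized against plate controls of thapsigargin alone and 5% DMSO vehicle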
NS5 inhibitors pilot replicate – second read-out of NS5 inhibitors, no call of its own (marks repeat the call); inhibition, %; measured here: pilot screen replicate inhibition
Starred values were filed as active, the others as inactive; ? = inconclusive; nt = not tested or not shown.

SMILES | Rac1 GTP hydrolysis | SV40 large T antigen | RSV antiviral HEp-2 | PhoP inhibition | NS5 inhibitors | GPR35 arrestin U2OS | West Nile virus CPE | LYP inhibition | ER stress rescue | others
Cc1ccc(NC(=O)O/N=C/c2ccc(N(C)C)cc2)cc1 | nt | 10% | 1.8% | 13% | -3% | 18% | -0.2% | -4% | nt
CC1Cc2ccccc2N1Cc1cc(=O)n2ccsc2n1 (stereo not drawn) | 5% | 17% | 6.0% | 24% | 1% | -9% | 0.7% | 1% | 1.8%
O=C(CNCCN1CCOCC1)Nc1ccccc1Sc1ccccc1 | 25% | 1% | -0.5% | -12% | nt | 6% | -0.5% | 1% | -1.0%
O=C(NCCN1CCOCC1)c1ccc(Cl)c(Cl)c1 | 18% | 9% | 0.6% | 0% | nt | -1% | -0.2% | -7% | nt
CC(C)(C)S(=O)(=O)c1ccccc1C(=O)O | 3% | 0% | -0.1% | -10% | 1% | 4% | 0.0% | -7% | -1.2%
CC(=O)N1CCN(CC(=O)Nc2c(Cl)cccc2Cl)CC1 | 13% | 11% | 0.6% | -4% | -4% | -9% | 0.4% | -8% | -0.3%
COc1cc(/C=C2/C(=O)CNC2=O)ccc1O | 29% | 38% | 2.6% | 2% | -81% | 13% | 0.2% | -4% | nt
Cc1ccc(S(=O)(=O)CCC(=O)OCc2nc(N)nc(Nc3ccccc3C)n2)cc1 | 8% | 10% | -1.2% | -4% | -2% | nt | nt | nt | nt
O=C(NNc1nc(=O)c2cccnc2s1)c1ccccc1O | 13% | 13% | -3.1% | -3% | -6% | 9% | -1.1% | 4% | -1.1%
COc1ccc(C(=O)NC(C)c2ccc(-n3ccnc3)cc2)cc1[N+](=O)[O-] (stereo not drawn) | 5% | 5% | 4.2% | 0% | -4% | -1% | -0.3% | -10% | nt
CC(=O)c1ccc(NC(=S)N2CCCC(C(F)(F)F)C2)cc1 (stereo not drawn) | 6% | 5% | 1.9% | 10% | -3% | -1% | 0.0% | 2% | 0.7%
CCc1nc(C)cn1S(=O)(=O)c1cc(C)c(OC)c(C)c1C | 3% | 13% | 8.2% | -4% | 1% | 5% | -1.6% | -4% | -0.4%
CC(=O)Oc1ccc2c(=O)c(/C=N/c3cc(=O)[nH]c(=S)[nH]3)coc2c1 | 4% | 18% | 2.0% | -6% | 10% | 23% | 0.3% | -4% | nt
Cc1ccc(NC(=O)COC(=O)COc2ccc(Cl)cc2)c([N+](=O)[O-])c1 | 6% | -2% | 0.9% | -3% | -5% | 14% | -0.5% | -1% | 3.0%
COc1cccc2cc(S(=O)(=O)c3ccc(C)cc3)/c(=N/NS(=O)(=O)c3ccc(C)cc3)oc12 | 5% | 10% | -1.1% | -2% | nt | -15% | -0.7% | 2% | -2.1%
Cc1ccc2c(c1)OC(=O)CC2c1ccccc1 (stereo not drawn) | 10% | 15% | -0.7% | -7% | -2% | 6% | 0.2% | -5% | -0.1%
Cc1ccc2cc(C#N)c(N3CCCN(C(=O)c4cnccn4)CC3)nc2c1 | 7% | 3% | 1.6% | 2% | -1% | -6% | -0.6% | -3% | nt
COc1ccc(S(=O)(=O)NCCc2c[nH]c3ccc(C)cc23)cc1 | -8% | 16% | 0.4% | -7% | 5% | -4% | -0.1% | -15% | nt
CN1CCCN(C(=O)c2c(F)cccc2Cl)CC1 | 3% | 9% | 2.9% | -6% | -5% | -16% | 0.1% | -8% | nt
COc1cc(C(=O)OCc2ccc(C)cc2)cc(NC(=O)c2cccs2)c1OC | -1% | 8% | 3.3% | -3% | 0% | -10% | -0.6% | 6% | 4.6%
Cn1c(=O)c2c(nc(SCc3ccccc3F)n2C)n(C)c1=O | 4% | 7% | 0.0% | -5% | 5% | -3% | -0.6% | -8% | nt
CC(C)c1nnc(NC(=O)C2CC(=O)N(CCc3ccc(F)cc3)C2)s1 (stereo not drawn) | 7% | 8% | 1.0% | 2% | 5% | 6% | -0.1% | -7% | nt
CCc1ccc(-c2cc3c(=O)n(CC(=O)N4CCCC4)nc(C)n3n2)cc1 | 0% | nt | 1.7% | 3% | -5% | 11% | -0.1% | -5% | nt
CCc1ccc(C(=O)N2CCN(c3ccc(NC(=O)c4cccnc4)cc3)CC2)cc1 | 10% | 4% | 13% | 0% | -5% | -1% | -0.5% | -3% | nt
COCCNc1nc2nonc2nc1N1C[C@H]2CC[C@H]1C2 | -5% | -1% | -0.5% | -4% | 0% | -12% | -0.1% | 0% | 0.7%

Further compounds follow:
SMILES | Rac1 GTP hydrolysis | SV40 large T antigen | RSV antiviral HEp-2 | PhoP inhibition | NS5 inhibitors | GPR35 arrestin U2OS | West Nile virus CPE | LYP inhibition | ER stress rescue | others
Cc1cc(NC(=O)CN2CCC(O)(c3cccc(F)c3)CC2)no1 | 1% | 5% | 0.4% | 1% | -2% | 6% | -0.2% | -2% | -3.2%
Cc1ccc(C(=O)NCCCn2ccnc2)o1 | 7% | -2% | 3.0% | 7% | -4% | 0% | 0.4% | -1% | 1.3%
CC(Oc1ccc(Br)cc1Br)C(=O)Nc1cccnc1 (stereo not drawn) | 6% | 28% | ? | -3% | -2% | 4% | -0.1% | -6% | nt
CCCC(c1nnnn1C1CCCCC1)N1CCN(C(=O)c2ccco2)CC1 (stereo not drawn) | 5% | 7% | 1.0% | -9% | -2% | 9% | 0.6% | -2% | nt
Cc1ccc(C(C)C)cc1OCCCCN1CCCC1 | 23% | 21% | -1.2% | -5% | 1% | -7% | -1.2% | -10% | -0.8%
CC(C)(C)NC(=O)c1cccc(NC(=O)c2ccco2)c1 | 6% | 8% | 0.7% | -4% | 3% | 2% | 0.2% | -5% | -2.4%
Fc1ccc(N2CCN(c3nc(CN4CCOCC4)nc4scc(-c5ccccc5)c34)CC2)cc1 | 5% | 9% | 14% | -9% | -3% | -18% | -0.3% | 5% | nt
Cn1nc(-c2ccccc2)c(/C=N/O)c1Cl | 11% | 8% | -1.0% | 1% | 2% | -6% | 0.4% | -5% | nt
CC(=O)Nc1cccc(/C(C)=N/N2C(C)CCCC2C)c1 (stereo not drawn) | -2% | 10% | 1.5% | 0% | -6% | -2% | -0.2% | -5% | nt
CN(C)CCCN(C(=O)c1ccco1)c1nc2ccc(F)cc2s1 | 18% | 7% | 0.6% | 2% | -7% | 6% | 0.3% | -4% | 1.2%
CC(OC(=O)c1ccc2ccccc2n1)C(=O)Nc1ccc(N2CCOCC2)cc1 (stereo not drawn) | 4% | 11% | 0.1% | -10% | 0% | 4% | -0.1% | 0% | 1.6%
O=C(NC(=S)Nc1ccc2c(c1)OCCO2)c1ccccc1F | 11% | 6% | 9.2% | -1% | -5% | 6% | -0.2% | -4% | -0.5%
O=C(Cc1nc2ccccc2[nH]c1=O)c1ccccc1 | -5% | 12% | nt | -13% | ? | 12% | -0.2% | 2% | -1.5%
COc1cccc(NC(=O)c2cnc(SCC(=O)NCc3ccc4c(c3)OCO4)n(C)c2=O)c1 | 7% | 5% | -0.2% | -9% | -1% | nt | nt | nt | nt
Cc1ccccc1OCC(=O)NNC(=O)C1CCN(c2ncnc3sc(C)c(C)c23)CC1 | 5% | 8% | ? | 2% | -7% | nt | nt | nt | nt
Cc1cccc(NCC(=O)N/N=C/c2cccc(Br)c2)c1 | 6% | 3% | 10% | -11% | -13% | -6% | -0.3% | 6% | -6.3%
Cc1nc2cc(C(=O)OCC(=O)Nc3cccc(Cl)c3)ccc2n1-c1ccccc1 | 8% | -1% | 1.6% | 22% | 4% | 10% | -0.1% | 1% | 5.9%
CN(C)/C=N/c1c(C(=O)NCc2ccccc2)nnn1Cc1ccccc1 | 3% | 2% | 1.9% | -3% | -3% | 1% | 0.1% | -13% | -0.2% | NS5 inhibitors pilot replicate=-2.3
C/C=C/C(=O)Nc1nnc(C2CCCCC2)s1 | 9% | 3% | -1.0% | 1% | -8% | 9% | -1.2% | -4% | 5.4%
CCN(C1CCCCC1)S(=O)(=O)c1ccc(S(=O)(=O)NCc2ccncc2)cc1 | -2% | -1% | -0.9% | -1% | -2% | -8% | -0.9% | -6% | -1.3%
CCOC(=O)c1ccc(C(=S)N2CCCC2)cc1 | 12% | nt | nt | nt | -8% | -6% | 0.5% | -6% | nt
CC(C)CNC(=O)COC(=O)c1cc(S(=O)(=O)N(C)C)ccc1N1CCCC1 | 1% | 3% | -0.1% | -4% | -1% | 13% | 0.7% | -10% | 1.6%
C=CCN1C(=O)/C(=C/C=C2/N(CC)c3ccc(S(=O)(=O)N(C)C)cc3N2CC)SC1=S | 7% | 8% | -2.4% | -13% | -81% | 9% | -0.4% | -4% | 2.5%
COc1cc(C2CC(=O)Oc3c(C(CCN4CCN(c5ccccc5)CC4)c4ccc(N(C)C)cc4)c(OC)cc(OC)c32)cc(OC)c1OC (stereo not drawn) | 6% | 21% | 0.1% | 2% | -5% | 0% | -0.2% | -7% | nt
NS(=O)(=O)c1ccc(CCNC(=O)CCCC2=NS(=O)(=O)c3ccccc3N2)cc1 | -1% | 6% | 1.1% | 1% | -3% | 0% | -0.6% | -4% | -1.2%

Grouped by structure: those above with fluorine
SMILES | Rac1 GTP hydrolysis | SV40 large T antigen | RSV antiviral HEp-2 | PhoP inhibition | NS5 inhibitors | GPR35 arrestin U2OS | West Nile virus CPE | LYP inhibition | ER stress rescue | others
CC(=O)c1ccc(NC(=S)N2CCCC(C(F)(F)F)C2)cc1 (stereo not drawn) | 6% | 5% | 1.9% | 10% | -3% | -1% | 0.0% | 2% | 0.7%
CN1CCCN(C(=O)c2c(F)cccc2Cl)CC1 | 3% | 9% | 2.9% | -6% | -5% | -16% | 0.1% | -8% | nt
Cn1c(=O)c2c(nc(SCc3ccccc3F)n2C)n(C)c1=O | 4% | 7% | 0.0% | -5% | 5% | -3% | -0.6% | -8% | nt
CC(C)c1nnc(NC(=O)C2CC(=O)N(CCc3ccc(F)cc3)C2)s1 (stereo not drawn) | 7% | 8% | 1.0% | 2% | 5% | 6% | -0.1% | -7% | nt
Cc1cc(NC(=O)CN2CCC(O)(c3cccc(F)c3)CC2)no1 | 1% | 5% | 0.4% | 1% | -2% | 6% | -0.2% | -2% | -3.2%
Fc1ccc(N2CCN(c3nc(CN4CCOCC4)nc4scc(-c5ccccc5)c34)CC2)cc1 | 5% | 9% | 14% | -9% | -3% | -18% | -0.3% | 5% | nt
CN(C)CCCN(C(=O)c1ccco1)c1nc2ccc(F)cc2s1 | 18% | 7% | 0.6% | 2% | -7% | 6% | 0.3% | -4% | 1.2%
O=C(NC(=S)Nc1ccc2c(c1)OCCO2)c1ccccc1F | 11% | 6% | 9.2% | -1% | -5% | 6% | -0.2% | -4% | -0.5%
